# PPC-1+TRAIL kill: compounds killing PPC-1 cancer cells with TRAIL present, primary screen, TRAIL potentiator project, ATPLite luminescence, uHTS. cell killing (% activity), % at 4 µM. AID 1443, 2008. 220,000 tested, 0.41% active. PPC-1 cells + TRAIL, ATPLite viability luminescence;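 active = cell killing above 50% in the first pass at 4 µM, then a duplicate retest at 5 µM averaging 50% or more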;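 note: plate controls were cells with TRAIL plus DMSO for no effect and medium-only wells lacking cells for full effect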
# EBV gp42 block: Epstein-Barr virus gp42 inhibitors, primary screen, biochemical, uHTS, fluorescence polarization; inhibition, % (tested at 21.74 µM); 220,000 tested, 0.42% active; Glycoprotein 42 (Epstein-Barr virus (strain AG876)), Q1HVG2; Fluorescence polarization binding assay, mP read-out; in the data active = inhibition above about 50%
# Target sequence (Q1HVG2 whole entry, looked up): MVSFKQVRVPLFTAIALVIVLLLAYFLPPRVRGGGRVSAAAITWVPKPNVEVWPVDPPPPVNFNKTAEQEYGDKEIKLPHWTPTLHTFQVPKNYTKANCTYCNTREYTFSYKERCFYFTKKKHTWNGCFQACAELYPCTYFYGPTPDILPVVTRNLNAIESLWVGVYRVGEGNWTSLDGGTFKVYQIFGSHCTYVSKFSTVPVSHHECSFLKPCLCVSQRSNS
# Mdm2 ligase inh: MDM2-luciferase reporter signal enhancers, primary screen, MDM2 E3 ligase inhibitor project, cell-based, luminescence, 1536-well | 210,000 tested, 0.11% active | E3 ubiquitin-protein ligase Mdm2 (Homo sapiens), Q00987 | cell-based MDM2 ubiquitination luciferase reporter, 2 h; 0 = plate control, 100 = twice control, blank-subtracted | signal enhancement, % at 5 µM;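 active = signal enhancement of 30% or more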;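 note: luminescence tracks abundance of the self-degrading MDM2-luciferase fusion protein; higher signal means inhibition of MDM2 E3 ligase activity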
# Target sequence (Q00987 whole entry, looked up, the tested form may be a part): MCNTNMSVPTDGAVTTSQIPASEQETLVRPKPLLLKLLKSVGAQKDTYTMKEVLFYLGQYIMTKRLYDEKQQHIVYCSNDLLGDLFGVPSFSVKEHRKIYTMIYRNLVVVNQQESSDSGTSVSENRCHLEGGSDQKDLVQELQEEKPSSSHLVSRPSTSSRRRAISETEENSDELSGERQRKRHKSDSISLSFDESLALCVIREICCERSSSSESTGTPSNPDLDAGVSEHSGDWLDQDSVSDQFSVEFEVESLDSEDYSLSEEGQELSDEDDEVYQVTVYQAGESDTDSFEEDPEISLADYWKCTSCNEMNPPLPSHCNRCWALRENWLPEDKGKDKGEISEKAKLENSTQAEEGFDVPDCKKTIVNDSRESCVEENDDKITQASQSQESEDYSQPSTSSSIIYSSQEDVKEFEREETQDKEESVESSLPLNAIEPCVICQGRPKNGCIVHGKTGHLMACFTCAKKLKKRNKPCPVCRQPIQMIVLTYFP
#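 Test system: mammalian cells stably expressing self-ubiquitinating, self-degrading MDM2 E3–luciferase fusion; Amount: 2000 cells in each well; Medium: DMEM; Schedule: 4 h settle plus 2 h compound, 37 °C; Technique: SteadyLite luciferase luminescence after 15 min room-temperature reagent incubation; Benchmarks: plate control and blank wells.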
# NCF1 inh: p47phox/p22phox peptide binding inhibitors, primary screen, biochemical, uHTS, NADPH oxidase regulatory subunit; Neutrophil cytosol factor 1 (Homo sapiens), P14598; fluorescence polarization, 2 h; inhibition, % at 24.7 µM; 220,000 tested, 0.53% active; AID 1274, 2008;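 active = inhibition above about 30%, limit read from the data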;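 note: 0% = p47phox with labelled peptide and 100% = labelled peptide alone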
# TRPN1 ag: zebrafish TRPN1 channel agonists, primary screen, cell-based, HEK293, calcium fluorescence; 220,000 tested, 0.18% active; HEK293 zebrafish TRPN1-YFP, Fluo-8 calcium fluorescence; 100% = response to 87 µM carbachol; transient receptor potential cation channel N1 (TRPN1/NompC), Danio rerio; activation, % at 3 µM;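 active = activation above its plate's cutoff, the mean activation of test wells on that plate plus 3 SD, cut at about 19% in these data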;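 note: 0% = DMSO alone and 100% = 87 µM carbachol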
#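 System: zebrafish TRPN1-YFP in HEK293 cells / Dosing: 3 µM single point / Timing: dye loading 1 h at 37 °C, then 30 min room temperature / Signal: Fluo-8 calcium fluorescence, excitation 470-495 nm, emission 515-575 nm / Read-out basis: percent activation from peak over basal fluorescence ratio, control-normalized / Control set: high carbachol 87 µM, low DMSO alone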
# TNF necrop inh: inhibitors of TNF-alpha triggered necroptosis, primary screen, cell-based, Jurkat FADD-/-, single concentration; Jurkat FADD-/- TNF necroptosis rescue, ATP luminescence, 24 h; 0 = TNF only, 100 = no-TNF cells; activation (protection from cell death), % at 10 µM; 220,000 tested, 0.068% active;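 active = activation, meaning protection from cell death, of at least 50% relative to plate controls; inactive = activation below 50%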;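 note: necroptosis triggered by 40 ng/mL TNF-alpha added together with compound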
# TRPML3 ag: human TRPML3 channel agonists, primary screen, cell-based, HEK293 TRPML3-YFP, Fluo-8 calcium fluorescence, 3 µM; activation, % at 3 µM; Mucolipin-3 (Homo sapiens), Q8TDD5; 100% = the carbachol control signal; 220,000 tested, 0.29% active;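 active = activation above its plate's cutoff, the mean activation of the plate's test wells plus 3 SD, cut at about 12% in these data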;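 note: 0% = DMSO only wells and 100% = carbachol wells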
#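 Test system: TRPML3-YFP stable HEK293 cells. Doses: single point at 3 µM. Incubation: dye loading 1 h 37 °C then 30 min ambient, 125 s read. Signal: Fluo-8 calcium dye fluorescence, ex 470-495, em 515-575 nm. Measure: percent activation from peak-to-basal fluorescence ratio, scaled between DMSO and carbachol.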
# Runt-SMMHC FRET: inhibitors of RUNX1 Runt–CBFb-SMMHC binding, primary screen, biochemical, FRET, Cerulean-Runt, Venus-CBFb-SMMHC, uHTS; Runt-related transcription factor 1 (Homo sapiens) + Core-binding factor subunit beta …; inhibition, % at 20 µM; Cerulean-Runt/Venus-CBFb-SMMHC FRET ratio 530/480, 1 h; 220,000 tested, 0.74% active;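 active = mean inhibition across duplicate retests at 20 µM reaching about 50%, limit read from the data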;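 note: 0% = DMSO wells and 100% = wells with excess untagged CBFb-SMMHC; inhibitors lower the FRET ratio by blocking Runt binding to CBFb-SMMHC; some results filed as inactive read as strong as hits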
# CHOP inh: inhibitors of CHOP promoter induction, primary screen, cell-based, unfolded protein response, luciferase reporter. CHO-K1 CHOP-promoter luciferase, tunicamycin-induced, 15-18 h. inhibition, % at 10 µM. 220,000 tested, 3.8% active. AID 2732, 2010;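 active = compounds that reduced the stress-induced luciferase reporter signal by more than about 70% of percent inhibition, limit read from the data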;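 note: 0% = tunicamycin plus vehicle and 100% = wells without tunicamycin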
# * = called active by the depositor; / = not tested or not shown.
# Below each SMILES: PPC-1+TRAIL kill	EBV gp42 block	Mdm2 ligase inh	NCF1 inh	TRPN1 ag	TNF necrop inh	TRPML3 ag	Runt-SMMHC FRET	CHOP inh
CCOC(=O)/C(C#N)=C/c1ccc(OCC(=O)Nc2ccc(C)c(C)c2)c(OC)c1
 : 4	-13	2	20	0.5	1.3	0.4	-20	40
CC(C)c1cc(C(=O)N/N=C/c2cccnc2)n[nH]1
 : 39	-17	-11	-1	0.6	1.9	0.4	2	3
CCOC(=O)N1CCN(c2ccc(Cl)cc2)CC1
 : 26	4	0	-10	0.7	0.3	0.8	-5	-12
CC(=O)c1ccc(N2CCN(C(=S)Nc3ccc(Cl)c(Cl)c3)CC2)cc1
 : 27	0	0	-22	0.8	3.2	0.6	-7	-8
O=C(COc1ccc(Cl)c(Cl)c1)NN1C(=O)C2C(C1=O)C1C=CC2C12CC2 (centres undefined)
 : -9	-1	-6	-3	-0.8	0.5	0.7	1	21
NC1CCCCC1N=Cc1c(O)n(CCc2ccc(F)cc2)c(=O)[nH]c1=O (centres undefined)
 : -7	/	-21	/	1.4	0.5	0.5	1	/
O=C(O)c1cc2cc(OCc3ccccc3)ccc2[nH]1
 : -9	0	-7	-5	-1.9	0.1	-0.4	-4	-41
CCOC(=O)c1cc2c3ccccc3n(CC)c2nc1N
 : 7	-9	-13	-1	0.7	0.6	0.1	-6	73*
CCC(=O)Oc1ccc2c(c1)O/C(=C\c1ccco1)C2=O
 : 4	32	2	-24	2.5	0.1	3.0	81*	-6
O=C1CC(NCCN2CCOCC2)C(=O)N1Cc1ccc(N2CCCC2=O)cc1 (centres undefined)
 : 2	21	-5	-10	1.7	0.7	0.6	-3	20
O=C1CCc2ccc(OCCCCN3CCN(c4cccc(Cl)c4Cl)CC3)cc2N1
 : 20	-11	/	-3	-0.3	/	0.5	-10	64
COc1ccc(OC)c(N(CC(=O)Nc2ccccc2C(=O)NCc2ccco2)S(C)(=O)=O)c1
 : 5	-11	1	-13	1.2	0.3	0.5	-2	22
CN(CC(=O)O)S(=O)(=O)/C=C/c1ccccc1
 : 19	-3	-12	-7	0.3	-0.4	0.7	1	9
O=C(N/N=C/c1c(Cl)nc2ccccn2c1=O)c1cccnc1
 : 1	-18	-6	-16	0.6	-19	0.9	-17	-52
O=C(CSc1ccc2nnc(-c3ccccn3)n2n1)N1CCN(c2ccccc2)CC1
 : 17	7	-6	-10	1.8	-6.6	0.8	-1	-2
CCN(CC)S(=O)(=O)c1ccc2c(c1)c(=O)c(C(=O)NCCN(C)CCc1ccccc1)cn2C
 : -3	-12	-10	-12	0.3	0.2	1.0	7	-17
O=c1[nH]nc(CNc2ccc(C(F)(F)F)cc2)c2ccccc12
 : -2	9	-11	5	0.6	0.1	0.6	2	0
CCCC(=O)Nc1cccc(-c2nc3ccccc3c(=O)o2)c1
 : 29	-1	-7	-2	-0.6	-0.2	0.0	2	3
Cn1c(=O)c2c(nc(NN=C3CCCCC3)n2C)n(C)c1=O
 : 21	8	-1	2	-0.6	-0.4	0.5	3	-16
COc1ccc(/C=C/c2nc(N)nc(-c3ccccc3O)n2)cc1
 : -26	-19	-17	-7	0.2	0.9	0.2	-1	78*
Cc1noc(C)c1COc1ccc(CC(=O)NC2CCCCCC2)cc1
 : -28	-1	-12	1	4.2	1.6	2.0	0	-14
CC(C)(C)c1ccc2c(c1)N(CC(=O)O)C(=O)CO2
 : 14	-5	-6	2	-0.2	-0.1	-0.6	5	22
COc1ccc(CCNc2nc(N3CCOCC3)nc(N3CCOCC3)n2)cc1OC
 : 11	-9	-10	-4	-0.7	-0.2	0.0	-12	10
CC(=O)c1sc(Nc2ccccn2)nc1C
 : 6	-7	-29	-4	-0.6	-3.5	0.1	0	27
C=CCc1c(C)nc(SCC(N)=O)[nH]c1=O
 : -11	-9	-16	-1	0.6	-0.2	1.0	-1	8
O=C(Cc1ccccc1)N/N=C\c1ccc(Br)o1
 : 12	-6	-13	-14	0.0	-0.7	-0.3	1	25
O=C(CSc1nnc(-c2ccco2)n1Cc1ccccc1)NC(=O)NCc1ccco1
 : -8	-16	2	2	-0.3	-0.8	-0.5	-5	3
Cc1cccc(NC(=S)Nc2ccc(Oc3ccccc3)cc2)n1
 : 10	4	-13	-10	-0.2	-4.7	0.6	13	13
COc1cc(C)c(Cl)cc1S(=O)(=O)NCc1ccco1
 : 19	-2	8	-8	0.2	-0.5	-0.2	3	-16
Cc1ccc(O)c(C(=O)/C=C/c2ccc3c(c2)OCCCO3)c1
 : 42	-20	-5	3	-1.5	-1.4	-0.3	-6	-46
O=C(CSc1nc2ccccc2c(=O)n1-c1ccc(F)cc1F)Nc1ccc2c(c1)CCC2
 : 19	-12	-6	-22	-0.8	5.0	0.3	2	37
Cc1ccc(-c2cc(C(=O)N/N=C/c3ccco3)[nH]n2)cc1
 : 19	-11	-7	-8	0.1	-1.4	0.0	0	9
CC(=O)c1ccc(NC(=O)N2CCc3ccccc3C2)cc1
 : -16	-9	-4	-2	0.5	-1.5	0.2	-1	-9
O=C(c1cc(COc2ccc(F)cc2Cl)on1)N1CCCC(c2ccccc2)C1 (centres undefined)
 : 18	-1	-9	-11	0.3	3.9	0.5	2	20
CN1C2C=C(N(CCc3c[nH]c4ccccc34)C(=O)c3ccc(Cl)cc3)CC1CC2 (centres undefined)
 : 8	-19	-13	-7	3.5	-9.2	1.4	6	53
COc1cc(NC(=O)c2cc(OC)c(OC)c(OC)c2)c(OC)cc1NC(=O)CN1CCCCC1
 : 4	-7	-11	4	1.3	-4.5	1.0	26	22
CC(C)(Oc1ccc(Cl)cc1)C(=O)NCCN1C(=O)S/C(=C/c2cccnc2)C1=O
 : -6	-5	-3	-4	2.2	-5.3	2.9	3	-5
COc1ccccc1-c1cc(C(=O)NCc2ccc(F)cc2)no1
 : 6	-14	14	-12	0.1	2.5	-0.2	0	41
CCOc1ccc(/C(O)=C2/C(=O)C(=O)N(CCOCCO)C2c2ccc(F)cc2)cc1 (centres undefined)
 : 16	-7	-15	-16	0.2	-0.1	-0.1	-2	14
CCNC(=O)n1nccc1C(C)Oc1ccc(Cl)cc1 (centres undefined)
 : -5	-18	-5	-4	-2.1	-4.2	-1.7	2	32
CCOC(=O)c1c(C)[nH]c(C(=O)COC(=O)C(C)N2C(=O)C3CCCCC3C2=O)c1C (centres undefined)
 : 18	-20	-18	-9	5.9	-9.6	3.2	-5	14
NC(=O)c1ccsc1NC(=O)COC(=O)c1ccccc1NCc1ccco1
 : 12	-15	-19	-24	2.9	-0.4	1.3	2	96*
Cc1ccc(OCC(=O)N2CCN(C(=O)c3ccc([N+](=O)[O-])cc3)CC2)cc1
 : /	-9	-5	-1	0.6	0.6	0.6	/	-4
N#Cc1ccccc1Cn1cc(C#N)c2ccccc21
 : 3	3	-5	5	-2.0	-1.7	1.4	-2	4
Clc1ccc(Nc2ncn[nH]2)c(Cl)c1
 : -1	4	-5	-5	0.1	1.0	0.6	0	2
Cc1cc(O)c(C(C)C)cc1N=Cc1ccccc1O
 : 17	-28	-11	-12	0.9	-7.1	0.9	-8	-11
COC(=O)C1C(=O)C2=C(CC1C)NC(C)=C(C(=O)OC(C)C)C2c1ccc(OC)c(O)c1 (centres undefined)
 : 19	3	15	-4	2.2	-5.3	0.5	4	5
Cc1sc2nc(SCC(=O)N3CCCC3)[nH]c(=O)c2c1C
 : 14	-26	-3	6	-0.6	1.8	-0.1	-6	-5
CCCCc1c(C)c2cc(C)ccc2[nH]c1=O
 : 8	0	-24	-5	-1.5	-2.6	-1.0	1	79*
CC(=O)Cc1nsc(Nc2ccc(F)cc2)n1
 : 17	-8	-3	-10	0.1	5.8	0.5	-1	7
CC(C)C(=O)NC(=S)N1CCc2ccccc21
 : 2	0	-7	-6	0.1	-0.1	1.3	2	4
COc1ccc(C2CC(C(F)(F)F)n3nc(C(=O)NCCCn4ccnc4)cc3N2)cc1OC (centres undefined)
 : -7	-7	-19	-1	0.5	0.7	1.0	-3	6
COc1ccccc1N/N=C1\COC(C)(C)CC1=O
 : 6	-8	-5	-5	-0.6	0.5	0.4	0	-18
Cc1cc(Cl)c(OCCOCCN2CCC(C)CC2)c(Br)c1
 : 22	0	-2	-5	-1.2	1.9	0.9	6	31
CC(C)N(C(=O)COC(=O)c1cc(Cl)cc(Cl)c1N)C(C)C
 : 0	-1	-13	-2	-1.1	0.2	0.1	0	27
COc1ccc(OC)c(C2C(C(=O)Nc3ccccc3OC)=C(C)Nc3nc(CCCO)nn32)c1 (centres undefined)
 : 15	2	-29	-7	0.7	1.5	0.7	-1	-2
CCOC(=O)c1oc2ccc3c(c2c1C)C(=O)CC1(CCN(C(=O)OCC)CC1)O3
 : 3	-18	2	-38	1.7	4.1	0.4	-6	44
CCCn1c(SCC(=O)Nc2ccccc2-c2ccccc2)nnc1-c1ccoc1C
 : 23	-15	-18	4	-2.8	1.0	-0.5	1	19
CC(C)(C)OC(=O)NCCC(=O)N/N=C/c1cccc2cccnc12
 : 17	-9	-20	-5	1.9	3.4	0.7	0	8
O=C(Nc1c(S(=O)(=O)c2ccccc2)csc1Br)c1ccccc1Cl
 : 4	-10	-16	-6	-0.4	-0.3	1.9	1	-5
Cc1ccc([N+](=O)[O-])cc1NC(=S)NC(=O)c1cccnc1
 : 4	-4	-14	-3	0.0	-0.2	0.2	2	-7
COc1ccc(C(=O)c2c(C)c3ccccc3n2CC(O)CNC(C)C)cc1 (centres undefined)
 : 24	-12	-27	-9	-0.3	0.3	1.0	-1	6
CCSC1=N/C(=C\c2cccc(F)c2)C(=O)S1
 : 14	-12	-7	-2	-1.6	-0.1	0.1	7	55
